From PubChem
HTT cytoprotect: Huntington cell model cytoprotection by ATP luminescence; 230,000 compounds, 0.14% hits; PC12 HTT-Q103 induced, cytoprotection, ATP luminescence, 40 h; Potency, µM (top dose mostly 56.4 µM), without a hit: cytoprotection (ATP increase), most hits filed as activators;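 further: potency means the concentration at half of the fitted maximal effect; % of control where 0% means no effect; nearly all actives have a fitted effect of over 45% in size; toxic huntingtin expression switched on by the ecdysone agonist tebufenozide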
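PC12 cells with ecdysone-inducible HTT exon 1 Q103-GFP, induced with 100 nM tebufenozide and co-treated with library compounds in a dose series (1536-well, 1500 cells/well). Cytoprotection read as ATP content by ATPlite luminescence.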
CBFb RUNX1 block: CBF-beta/RUNX1 interaction disruption; Q01196+Q13951; Potency, µM (doses to about 59.8 µM), inactives show at the highest dose activity, negative = inhibition, actives largely listed as inhibitors; AID 1477; 230,000 tested, under 10 active; AlphaScreen CBFb-His/RUNX1-biotin binding, biochemical; further: % of control where 0% means no effect
Target sequence (Q01196 whole entry, looked up): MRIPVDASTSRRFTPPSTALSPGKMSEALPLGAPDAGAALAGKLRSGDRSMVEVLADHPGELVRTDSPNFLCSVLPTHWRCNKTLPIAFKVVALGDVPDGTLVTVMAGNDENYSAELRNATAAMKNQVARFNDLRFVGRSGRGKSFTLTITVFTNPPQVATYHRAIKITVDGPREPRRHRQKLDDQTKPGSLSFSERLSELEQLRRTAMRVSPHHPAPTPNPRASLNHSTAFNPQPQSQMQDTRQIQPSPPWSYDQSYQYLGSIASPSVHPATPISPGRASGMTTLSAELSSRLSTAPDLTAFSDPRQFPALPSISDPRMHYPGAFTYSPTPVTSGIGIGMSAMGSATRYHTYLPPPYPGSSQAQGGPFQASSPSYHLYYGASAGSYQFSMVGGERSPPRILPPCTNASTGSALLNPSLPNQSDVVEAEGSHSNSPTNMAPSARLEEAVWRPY
Target sequence (Q13951 whole entry, looked up): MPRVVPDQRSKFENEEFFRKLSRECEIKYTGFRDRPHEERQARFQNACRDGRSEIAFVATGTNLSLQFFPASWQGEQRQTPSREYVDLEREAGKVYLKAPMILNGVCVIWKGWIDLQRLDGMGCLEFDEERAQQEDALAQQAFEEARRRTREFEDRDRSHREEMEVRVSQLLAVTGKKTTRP
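AlphaScreen proximity signal reports loss of binding between His-tagged CBF-beta and biotin-labelled RUNX1, each at 30 nM. Proteins are pre-associated for 20 minutes, compounds added for 15 minutes, then beads for 90 minutes, all at ambient temperature.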
Luc counter: blocks Kinase-Glo luciferase, a counter-screen artifact; Q27757; 200,000 compounds, 0.28% hits; AID 1379; Kinase-Glo luciferase, ATP luminescence, 8 min; Potency, µM (titrated, usually from 38.3 µM), without a hit: at the top dose activity change, negative = inhibition, most hits filed as inhibitors; further: potency means the concentration at half of the fitted maximal effect; on the % scale 0 is the no-effect control and ±100 the full control effect; nearly all actives have a fitted effect of over 60% in size
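Light output from Kinase-Glo luciferase with luciferin and 10 uM ATP in 50 mM imidazole pH 7.2, KCl, MgCl2, Tween 20, BSA; compound pin-delivered, 8-min ambient incubation, then luminescence read.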
SMN2 splice enh: enhancers of SMN2 splice variant expression; 210,000 compounds, 2.8% hits; HEK293 SMN2-luciferase splicing reporter, luminescence, 30-36 h; Potency, µM (doses to about 46.1 µM), inactives show top-dose activity change, positive = activation, most hits filed as activators; AID 1458; further: potency means the concentration at half of the fitted maximal effect; % of control where 0% means no effect; nearly all actives have a fitted effect of over 55% in size
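HEK293 cells carry an SMN2 minigene-luciferase reporter in which exon 7 inclusion puts luciferase in frame. Cells were seeded at 2000 cells/well, attached for 10-12 hours, then exposed to compounds for 30-36 hours at 37C before ONE-Glo luminescence.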
IMPase Li cell: membrane-permeable IMPase blocker, potentiated with lithium. CHO-M1 cells, IP1 TR-FRET (IP-One), carbachol + lithium. Potency, µM (highest dose often 59.4 µM), for inactives: at the highest dose activity, negative = IMPase inhibition, usual class: inhibitors. 210,000 compounds, 0.35% hits;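 further: IP1 builds up when IMPase is blocked and the TR-FRET signal falls; potency means the concentration at half of the fitted maximal effect; plate controls were basal vehicle for no effect and high inhibitor control for full effect; nearly all actives have a fitted effect of over 50% in size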
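Steps: plate 2000 CHO-M1 cells per well and culture 16–30 h; add compound and lithium; incubate 30 min, 37C; add d2-IP1 tracer and Eu cryptate anti-IP1 antibody in lysis buffer; read after 10 min at room temperature.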
HttQ103 aggreg: inhibitors of mutant huntingtin aggregate formation in PC12 cells; 220,000 compounds, 1.1% hits; AID 1688; PC12 HttQ103-GFP aggregates, Acumen cytometry, 40 h; Potency, µM (doses to about 46.1 µM), inactives show at the highest dose activity change, negative = inhibition, hits mostly inhibitors; further: potency means the concentration at half of the fitted maximal effect; on the % scale 0 is the no-effect control and ±100 the full control effect; nearly all actives have a fitted effect of over 60% in size
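Aggregates are detected as GFP objects 1–25 µm with signal 6 STDEV over background in lysates of induced PC12 cells. These carry Huntingtin exon 1 with 103 glutamines fused to GFP under an ecdysone promoter; compounds titrated.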
Lamin A splicing: changes lamin A minigene splicing in HeLa cells | Potency, µM (titrated, usually from 46.1 µM), without a hit: top-dose ratio change, negative = inhibition, hits mostly inhibitors | HeLa LMNA splicing GFP/RFP minigene ratio, 48 h | 200,000 compounds, 0.01% hits; active means well fitted inhibition curve with a large enough effect in the signal ratio, with a control signal flat, not every such curve was filed as active; inconclusive means small, poorly fitted or top-dose-only effect, or effect the other way, or a change in a side signal; the % refers to the signal ratio; further: potency means the concentration at half of the fitted maximal effect; on the % scale 0 is the no-effect control and ±100 the full control effect
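S3 HeLa cells stably expressing lamin A-EGFP splicing minigene plus DsRed2, 600 cells/well, 48 h compound exposure at 37C. Laser-scanning cytometry; analysed as GFP (500-530 nm)/RFP (575-640 nm) total intensity ratio; 0.5% DMSO vehicle.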
Active calls of the source: *; ? = inconclusive; . = no result given; [ ] = remark or other dose. Unless noted, the call rests on the fitted dose curve; in most records, active means well fitted curve in the direction sought with a large enough effect; inconclusive means small, poorly fitted or top-dose-only effect, or another doubt; inactive means no such curve, though single readings can be large; an effect the other way counts as inactive or inconclusive.

Field names – A = HTT cytoprotect; B = CBFb RUNX1 block; C = Luc counter; D = SMN2 splice enh; E = IMPase Li cell; F = HttQ103 aggreg; G = Lamin A splicing
CSCCC(NC(=O)C1CCC(C)CC1)C(=O)NCCN1CCC(C)CC1 (centres undefined)
  A: -7% | B: -4% | C: -2% | D: -16% | E: 0% | F: 1% | G: .

CC(C)CNC(=O)COC(=O)c1cc(S(=O)(=O)N2CCCCC2)ccc1N1CCOCC1
  A: -12% | B: -3% | C: 0% | D: -7% | E: -1%[38.3 µM] | F: 22% | G: -1%

Cc1c(N=NC2=C(O)CC(C)(C)CC2=O)cc2c(c1[N+](=O)[O-])C(C)(C)CC2(C)C
  A: -3%[10 µM] | B: 4% | C: . | D: . | E: . | F: 6%[9.22 µM] | G: .

COc1cc([N+](=O)[O-])ccc1N1C(=O)C2C3C=CC(C4CC34)C2C1=O (centres undefined)
  A: -58%[inhibitor] | B: 11% | C: 2% | D: -14% | E: -1% | F: -7% | G: 17%[46 µM]

Nc1cc(N)nc(SCC(=O)Nc2ccc3c(c2)OCCCO3)n1
  A: -6% | B: -4% | C: -2% | D: 1% | E: 21%[38.3 µM] | F: -14% | G: 3%

O=C(Nc1cccc(F)c1)N1CCC2(CC1)CCN(C(=O)c1ccncc1)CC2
  A: 7% | B: . | C: -4% | D: -22% | E: 29% | F: . | G: .

Cc1noc(/C=C/c2ccco2)c1S(=O)(=O)N1CCC(C(=O)Nc2ccc(Cl)cn2)CC1
  A: . | B: 0% | C: -3% | D: -48%[inhibitor] | E: 8% | F: -17% | G: ?

Cc1cc2cc(CNS(=O)(=O)c3ccccc3)ccc2n1C
  A: 1% | B: -22% | C: 1% | D: 9% | E: -7%[38.3 µM] | F: 7% | G: -20%

O=C(c1csnn1)N1CCC[C@@]2(CCN(c3cccc(-c4ccccc4)c3)C2)C1
  A: -22% | B: . | C: -1% | D: -19% | E: 3% | F: . | G: .

CC(CO)Nc1nc(SCc2ccccc2)nc2sc3c(c12)CCC3 (centres undefined)
  A: -42%[inhibitor] | B: -3% | C: 0% | D: -10% | E: 16%[38.3 µM] | F: -33% | G: ?

CCCS(=O)(=O)N1CCCC(C(=O)N2CCN(c3ccccc3)CC2)C1 (centres undefined)
  A: 13% | B: 2% | C: -3% | D: -5% | E: -2%[38.3 µM] | F: 6% | G: 7%

COc1ccc(-c2ccnc(SCC(=O)N3CCN(c4ccccc4)CC3)n2)cc1
  A: 15%[10 µM] | B: 4% | C: . | D: . | E: . | F: 0%[9.22 µM] | G: .

N#Cc1cc2c(=O)n3ccccc3nc2n(-c2ccc(Cl)cc2)c1=O
  A: -16% | B: 0% | C: 1% | D: -11% | E: 0% | F: -1% | G: .

Cc1cccc(N2CCN(C(=O)c3cc4c(=O)n(C)c5ccccc5c4n3C)CC2)c1C
  A: -15% | B: 0% | C: -3% | D: -56%[inhibitor] | E: 24%[38.3 µM] | F: 7% | G: -5%

O=C1CCN(S(=O)(=O)c2ccccc2)CCN1CCOCc1ccc(C(F)(F)F)cc1
  A: 11%[10 µM] | B: 11% | C: . | D: . | E: . | F: -11%[9.22 µM] | G: .

CC(=O)c1ccc(NC(=O)C(C)N(C)CC(=O)Nc2ccc(Cl)cc2)cc1 (centres undefined)
  A: -17% | B: -2% | C: -3% | D: -16% | E: 1% | F: 14% | G: .

O=C(NCn1cnccc1=O)c1ccccc1
  A: 20% | B: -3% | C: -4% | D: ? | E: 34%[38.3 µM] | F: -7% | G: -6%

COc1c(C)cc(C(=O)C2CCCN(Cc3cccc4nccnc34)C2)cc1C (centres undefined)
  A: -16%[10 µM] | B: -6% | C: -1% | D: . | E: 31%[activator] | F: 7%[9.22 µM] | G: -15%[46 µM]

COc1ccc(NC(=O)/C(C#N)=C/c2c(C)nn(-c3ccc(F)cc3)c2Cl)cc1Cl
  A: -20%[10 µM] | B: 0% | C: 6% | D: -11% | E: -19% | F: 2% | G: 17%

COc1cc(C2C(C(C)=O)=C(C)Nc3ncnn32)ccc1O (centres undefined)
  A: 15% | B: 5% | C: 2% | D: 5% | E: -1%[38.3 µM] | F: 8% | G: -5%

N#CC(C#N)=C1C=CC=CN1/C(=C\c1ccco1)C(=O)c1ccc(Cl)cc1
  A: ? | B: 2% | C: 3% | D: -101%[inhibitor] | E: 22% | F: 3.5µM* | G: ?

Cc1cc(C)c(S(=O)(=O)Nn2cnnc2)c(C)c1
  A: 26%[10 µM] | B: 7% | C: 3% | D: . | E: -4% | F: -6%[9.22 µM] | G: 10%[46 µM]

CN1c2ccccc2N(C)C1c1ccc2c(c1)OCO2
  A: 28%[10 µM] | B: 15% | C: 0% | D: -1% | E: 25%[38.3 µM] | F: ? | G: -16%

Nc1ccc2c(c1)nc(Cc1ccccc1)n2CCO
  A: 7%[10 µM] | B: 1% | C: -4% | D: . | E: 0% | F: 1%[9.22 µM] | G: 11%[46 µM]

Cc1ccc(-c2n[nH]c(=S)c3ccccc23)cc1
  A: -11%[10 µM] | B: 16% | C: 1% | D: -33%[inhibitor] | E: ? | F: -4% | G: -17%[46 µM]

(further entries)
The line under a structure holds: HTT cytoprotect | CBFb RUNX1 block | Luc counter | SMN2 splice enh | IMPase Li cell | HttQ103 aggreg | Lamin A splicing
> COc1ccccc1C(=O)O/N=C(/C)c1ccc(N2C(=O)C3CCCCC3C2=O)cc1 (centres undefined)
→ 0% | 2% | -5% | -10% | 18%[38.3 µM] | 11% | 6%
> Cn1c(=O)c2ncn(CC(=O)Nc3ccc(N4CCOCC4)cc3)c2n(C)c1=O
→ 7% | -9% | -5% | -5% | 19%[38.3 µM] | 12% | 4%
> CCc1c(C)nc(Nc2nc(C)c3ccc(OC)cc3n2)[nH]c1=O
→ 0%[10 µM] | 0% | -3% | -23% | 31%[activator][38.3 µM] | 5% | -4%
> O=[N+]([O-])c1cc(S(=O)(=O)N2CCCC2)ccc1N/N=C/c1ccncc1
→ 3%[10 µM] | -20% | 4% | -11% | -1% | 1% | -14%
> COc1cc(/C=N/NC(=O)CCc2c(C)n[nH]c2C)cc(OC)c1OC
→ 10% | 1% | -1% | 10% | 22%[38.3 µM] | -1% | 12%
> Cc1ccc(S(=O)(=O)Nc2ccc(=O)n(Cc3ccc(Cl)c(Cl)c3)c2)cc1
→ -32% | 2% | -2% | -23% | -1%[38.3 µM] | ? | ?
> CCCCC(=O)N/N=C(C)/C=C/c1ccccc1F
→ -17% | -4% | -1% | 15% | ? | -15% | .
> CNC(=S)N/N=C/c1cc(C)ccc1C
→ -5% | 11% | 4% | 10% | -1% | -7% | ?
> O=C(/C=C/c1ccccc1)NC(NC(=S)Nc1cccc(O)c1)C(Cl)(Cl)Cl (centres undefined)
→ 0%[10 µM] | 10% | 1% | 21% | 18% | 4% | ?
> Nc1nc(N)[n+]([O-])c(N)c1NCO
→ -7%[10 µM] | . | -3%[7.66 µM] | -11%[9.22 µM] | -11% | . | .
> CC(C)(C)c1ccc(/C=C/C(=O)N2CCCCC2)cc1
→ -68%[inhibitor] | 3% | -3% | 13µM* | 9% | -3% | 17%[46 µM]
> Clc1ccc(-n2nnnc2SCc2cn3ccccc3n2)cc1
→ 10% | -2% | 0% | -7% | -6%[38.3 µM] | -5%[9.22 µM] | 1%
> O=C(CSc1nc(-c2ccco2)cc(C(F)(F)F)n1)Nc1ccc2c(c1)CCC2
→ -11%[0.074 µM] | 8% | 2% | ? | -9%[38.3 µM] | 15% | -22%
> COc1ccc(NC(=O)N2CCC3(CC2)CCN(C(=O)c2cccc(F)c2)CC3)cc1
→ 2% | . | -4% | -5% | -5% | . | .
> CN(C)S(=O)(=O)c1cccc(-c2csc(=Nc3ccccc3)n2CCCN2CCOCC2)c1
→ -9%[10 µM] | -11% | . | . | . | 37%[9.22 µM] | .
> O=C(O)C1=NOC(CNC(=O)c2ccccc2Cl)C1 (centres undefined)
→ -3%[10 µM] | 2% | -3% | -5% | 1% | 1% | ?
> CCOC(=O)N1CCN(C2=CC(=O)OC23CCCCC3)CC1
→ 16%[10 µM] | 2% | 0% | -14% | 24%[38.3 µM] | 28% | 8%
> Cc1ccccc1C(=O)NNC(=O)Cc1cccc2ccccc12
→ 2% | 0% | -4% | ? | 24%[38.3 µM] | 11% | -9%
> COc1ccc2c(c1)S/C(=C\C(=O)c1ccncc1)N2C
→ 7% | -1% | -8% | 2% | ? | 20% | 10%
> COc1ccc(OCCC(=O)NCC23CC4CC(CC(C4)C2)C3)cc1
→ 1%[10 µM] | 0% | -2% | -5% | 8% | -22% | .
> CCCN1CCN(C(=S)Nc2ccc([N+](=O)[O-])cc2)CC1
→ 27%[10 µM] | 5% | . | . | . | -15% | ?
> C=CCn1cc(-c2ccccc2)cc(C#N)c1=O
→ 10% | 1% | 1% | 4% | 0%[38.3 µM] | -3%[9.22 µM] | -5%
> CC1(C)CC2(CC(C)(C)NC(=O)N2)NC(=O)N1
→ -8%[10 µM] | 4% | -3% | -13% | 22%[38.3 µM] | 8% | 3%

Eight neighbouring records from above:
The line under a structure holds: HTT cytoprotect | CBFb RUNX1 block | Luc counter | SMN2 splice enh | IMPase Li cell | HttQ103 aggreg | Lamin A splicing
> COc1ccccc1C(=O)O/N=C(/C)c1ccc(N2C(=O)C3CCCCC3C2=O)cc1 (centres undefined)
→ 0% | 2% | -5% | -10% | 18%[38.3 µM] | 11% | 6%
> Cn1c(=O)c2ncn(CC(=O)Nc3ccc(N4CCOCC4)cc3)c2n(C)c1=O
→ 7% | -9% | -5% | -5% | 19%[38.3 µM] | 12% | 4%
> CCc1c(C)nc(Nc2nc(C)c3ccc(OC)cc3n2)[nH]c1=O
→ 0%[10 µM] | 0% | -3% | -23% | 31%[activator][38.3 µM] | 5% | -4%
> O=[N+]([O-])c1cc(S(=O)(=O)N2CCCC2)ccc1N/N=C/c1ccncc1
→ 3%[10 µM] | -20% | 4% | -11% | -1% | 1% | -14%
> COc1cc(/C=N/NC(=O)CCc2c(C)n[nH]c2C)cc(OC)c1OC
→ 10% | 1% | -1% | 10% | 22%[38.3 µM] | -1% | 12%
> Cc1ccc(S(=O)(=O)Nc2ccc(=O)n(Cc3ccc(Cl)c(Cl)c3)c2)cc1
→ -32% | 2% | -2% | -23% | -1%[38.3 µM] | ? | ?
> CCCCC(=O)N/N=C(C)/C=C/c1ccccc1F
→ -17% | -4% | -1% | 15% | ? | -15% | .
> CNC(=S)N/N=C/c1cc(C)ccc1C
→ -5% | 11% | 4% | 10% | -1% | -7% | ?
